Screening results deposited in PubChem BioAssay by National Center for Advancing Translational Sciences (NCATS).
ELG1 genotoxic: induces genotoxicity in HEK293T cells with luciferase-tagged ELG1; Potency, µM (titrated, usually from 46 µM), for inactives: at the highest dose activity change, positive = activation, most hits filed as activators; 1.3% of 330,000 active; HEK293T ELG1-luciferase reporter, luminescence, 16 h; note: potency is the fitted concentration of half-maximal effect; % of control where 0% means no effect; nearly all actives have a fitted effect of over 60% in size
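Quantitative HTS format in 1536-well plates. HEK293T ELG1-luciferase reporter cells receive test compound and are incubated 16 hr at 37 °C, 5% CO2; ONE-Glo added, 30 min room temperature, then luminescence read.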
Integrin act MD: integrin-mediated muscular dystrophy alleviation activation; alpha7betagal myoblasts, beta-gal FDG fluorescence, 48 h; Potency, µM (doses to about 38.3 µM), without a hit: at the highest dose activation, actives largely listed as activators; 0.064% of 350,000 active; AID 624291;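 note: potency is the fitted concentration of half-maximal effect; 100% = response of the positive control SU9516; nearly all actives have a fitted effect of over 60% in size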
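alpha7betagal+/- myoblasts (passage 13, 250/well) treated 48 h at 37C with compounds at 1:260 dilution of DMSO stock. Lysed, then beta-galactosidase activity read as FDG fluorescence (ex 480/em 540) after 30 min, with pre-read for autofluorescence.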
B2AR arrestin: beta2AR (human) beta-arrestin recruitment activity; beta-arrestin recruitment to beta2AR, cell-based reporter; P07550; Potency, µM (doses to about 46.1 µM), inactives show at the highest dose activation, hits mostly activators; 0.02% of 330,000 active;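 note: potency is the fitted concentration of half-maximal effect; 0% = DMSO controls and full agonism = EC100 isoproterenol or metaproterenol; nearly all actives have a fitted effect of over 65% in size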
TSG101-PTAP inh: blocks PTAP/TSG101 interaction to inhibit HIV-1 budding; Q99816; Fluorescence polarization, FITC-PTAP peptide / Tsg101 binding; Potency, µM (series often up to 115 µM), without a hit: top-dose activity change, negative = inhibition, usual class: inhibitors; 340,000 tested, under 10 active; AID 493005; active = well fitted inhibition curve with a large enough effect in the main read-out, with a control signal flat, not every such curve was filed as active; inconclusive = small, poorly fitted or top-dose-only effect, or effect the other way, or a change in a side signal; inactive = no such curve, though single readings can be large or run the other way; note: potency is the fitted concentration of half-maximal effect; % of control where 0% means no effect
Target sequence (Q99816 whole entry, looked up): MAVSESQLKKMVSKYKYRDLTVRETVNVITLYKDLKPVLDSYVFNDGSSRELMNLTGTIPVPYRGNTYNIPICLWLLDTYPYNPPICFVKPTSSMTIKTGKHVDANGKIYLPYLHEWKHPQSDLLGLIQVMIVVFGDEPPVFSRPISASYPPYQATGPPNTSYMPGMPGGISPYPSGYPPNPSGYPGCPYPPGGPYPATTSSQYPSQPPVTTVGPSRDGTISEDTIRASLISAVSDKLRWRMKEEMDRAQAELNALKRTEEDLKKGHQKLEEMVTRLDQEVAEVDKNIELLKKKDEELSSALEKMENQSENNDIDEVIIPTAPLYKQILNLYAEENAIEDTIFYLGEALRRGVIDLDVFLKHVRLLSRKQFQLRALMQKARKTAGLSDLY
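Tsg101 binding domain (10 uM final) was mixed with compound and a FITC-labeled PTAP peptide (50 nM final) in HEPES pH 7.5 buffer with NaCl, Tween 20, EDTA and TCEP; fluorescence polarization was read after 20 min at r.t.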
S-ASM inh: human S-ASM enzyme inhibition; Potency, µM (doses to about 57.5 µM), for inactives: at the highest dose activity change, negative = inhibition, actives largely listed as inhibitors; placental ASM, HMU-PC fluorogenic substrate, 60 min; P17405; 0.006% of 340,000 active; AID 504937; note: potency is the fitted concentration of half-maximal effect
Target sequence (P17405 47-631 limits assumed): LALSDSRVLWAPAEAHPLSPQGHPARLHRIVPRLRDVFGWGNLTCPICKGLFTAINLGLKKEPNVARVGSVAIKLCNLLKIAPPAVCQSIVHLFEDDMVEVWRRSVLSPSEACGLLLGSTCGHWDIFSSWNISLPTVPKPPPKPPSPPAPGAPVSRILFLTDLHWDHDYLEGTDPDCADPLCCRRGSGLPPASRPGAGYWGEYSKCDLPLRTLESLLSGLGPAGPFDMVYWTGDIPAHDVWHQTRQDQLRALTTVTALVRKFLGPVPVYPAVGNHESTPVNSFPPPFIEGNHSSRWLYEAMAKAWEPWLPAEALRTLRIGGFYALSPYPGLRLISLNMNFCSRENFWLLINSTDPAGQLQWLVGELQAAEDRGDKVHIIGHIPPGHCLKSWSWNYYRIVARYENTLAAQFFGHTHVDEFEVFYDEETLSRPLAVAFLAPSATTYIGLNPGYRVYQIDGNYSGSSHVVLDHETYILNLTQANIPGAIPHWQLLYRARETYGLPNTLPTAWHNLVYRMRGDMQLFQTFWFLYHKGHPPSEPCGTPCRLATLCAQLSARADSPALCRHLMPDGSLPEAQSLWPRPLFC
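Fluorescence read-out (Ex 386 nm, Em 447 nm) after stopping the reaction at pH 10. Enzyme: ASM from human placenta; substrate HMU-PC0, 9 uM final; 60 min, 37 °C. Compound preincubation 10 min, ambient temperature.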
TRPV1 agonist: activates the human vanilloid receptor TRPV1 | AID 540275 | 0.19% of 320,000 active | activation, % at 8.33 µM | Q8NER1 | TRPV1-expressing cells, Fluo-8 calcium influx, agonist mode; in the data active = activation above about 80%; inconclusive = between about 30% and that limit; note: 0% is about no effect
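Cells expressing TRPV1 were dye-loaded with Fluo-8 and read kinetically: 10 s baseline, 3 min after compound (agonist portion), then 2 min after EC20 capsaicin (allosteric enhancer portion). Calcium-bound dye fluorescence at 480/520 nm.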
p53 reactivator: restores transcriptional activity of mutant p53. H1299 p53-A138V BP100-luciferase reporter, luminescence, 24 h. Potency, µM (titrated, usually from 92.2 µM), without a hit: at the top dose activity change, positive = activation, hits mostly activators. 0.063% of 320,000 active. AID 504706; note: potency is the fitted concentration of half-maximal effect; % of control where 0% means no effect; nearly all actives have a fitted effect of over 45% in size
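p53-null H1299 cells stably carrying temperature-sensitive p53-A138V and a BP100-luciferase reporter were pinned with compounds (4-point, 1:5 series) and held 24 hrs at 37 deg C. Luminescence was read 10 min after detection reagent.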
uPA generation: cell surface uPA generation inhibition | Potency, µM (series often up to 38.3 µM), without a hit: top-dose activity change, negative = inhibition, actives largely listed as inhibitors | 0.31% of 330,000 active | cell surface uPA generation assay, qHTS | AID 540303; active = well fitted inhibition curve with a large enough effect; inconclusive = small, poorly fitted or top-dose-only effect; inactive = no such curve, though single readings can be large or run the other way; tested in mouse RAW 264.7 cells; note: potency is the fitted concentration of half-maximal effect; % is set by controls: 0 for no effect and ±100 for the full control effect; nearly all actives have a fitted effect of over 55% in size
Eya2 inh: inhibitors of human Eya2 phosphatase activity | O00167 | recombinant Eya2, OMFP fluorescence dephosphorylation (OMFP is methylfluorescein phosphate) | Potency, µM (titrated, usually from 76.9 µM), inactives show at the highest dose activity, negative = inhibition, actives largely listed as inhibitors | 0.006% of 330,000 active; note: potency is the fitted concentration of half-maximal effect; % is set by controls: 0 for no effect and ±100 for the full control effect
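Eya2 (0.2 uM) preincubated 10 min at ambient with compound, then OMFP substrate added at 50 uM; 10 min reaction in 50 mM HEPES pH 7.5, 50 mM NaCl, 5 uM MgCl2, 0.05% BSA, 1 mM DTT. Fluorescence read at Ex 485/Em 525 nm.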
USP2a inh: blocks human ubiquitin-specific protease USP2a | O75604 | USP2 core, Ub-CHOP2 coupled fluorogenic reporter, 485/531 | Potency, µM (highest dose often 38.3 µM), inactives show top-dose activity change, negative = inhibition, most hits filed as inhibitors | 0.01% of 330,000 active | AID 463254;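 note: potency is the fitted concentration of half-maximal effect; plate controls were DMSO wells for no effect and full inhibition by NEM control for full effect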
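Deubiquitinase activity read as fluorescence (485/531 nm) after Ub-CHOP2 cleavage activates the enterokinase reporter on its substrate; USP2 core 10nM, Ub-CHOP2 and substrate 25nM each, 30min compound preincubation then 60min RT; data normalized to NEM, curves fitted.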
BRCA1 expr up: BRCA1 expression activation; MCF7-BRCA1-FFLuc reporter, luminescence, 48 h; response scale: scaled: vehicle 0%, 10 µM genistein 100%; 1.1% of 380,000 active; Potency, µM (doses to about 46.1 µM), for the others: at the top dose activation, usual class: activators; note: potency is the fitted concentration of half-maximal effect; nearly all actives have a fitted effect of over 80% in size; some results filed as inactive show a strong effect at the top dose
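Luminescence from a BRCA1-driven firefly luciferase in MCF7 cells was the read-out, taken 15 min after substrate addition following 48 h compound exposure at 37 °C. Data were normalized to a 10 microM genistein control and DMSO vehicle.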
* = called active by the depositor; u = inconclusive; x = not tested or not shown; [ ] = dose if it differs, or a comment. Unless noted, calls come from the whole dose curve; as a rule, active = well fitted curve in the direction sought with a large enough effect; inconclusive = small, poorly fitted or top-dose-only effect, or another doubt; inactive = no such curve, though single readings can be large; an effect the other way counts as inactive or inconclusive.

molecule	ELG1 genotoxic	Integrin act MD	B2AR arrestin	TSG101-PTAP inh	S-ASM inh	TRPV1 agonist	p53 reactivator	uPA generation	Eya2 inh	USP2a inh	BRCA1 expr up
CCOc1ccc(Br)cc1S(=O)(=O)NCC(c1ccc(OC)cc1)N1CCOCC1 (stereo not drawn)	x	41%	x	-3%	0%	x	x	-20%	x	x	1%
CCCCCOc1ccc(/C(C)=N/NC2=NCCN2)cc1	-3%	-58%[inhibitor]	-1.6%	-6%	-5%	1	u	u	u	1%	-25%
CCOc1ccc(C(O)Cc2nc3ccccc3n2C)cc1 (stereo not drawn)	12%	16%	3.8%	-3%	1%	4	u	-1%	2%	-1%	13µM*
Cc1cc(C)nc(NS(=O)(=O)c2ccc(NC(=O)Cc3ccccc3)cc2)n1	1%	3%	-0.1%	-5%	4%	-6	-2%	7%	0%	0%	16%
OCC1OC(n2cnc3c(N4CCCCC4)ncnc32)C(O)C1O (stereo not drawn)	x	1%	x	-2%	2%	x	x	8%	x	x	-45%
C=CCN(CC=C)C(=O)C1CCN(S(=O)(=O)c2ccc(N3CCCC3=O)cc2)CC1	1%	10%	-0.3%	-2%	2%	0	-4%	-1%	0%	3%	0%
O=C(Nc1cc(C(F)(F)F)ccc1-n1cncn1)c1ccc(F)cc1Cl	0%	8%	0.3%	-3%	2%	-5	-2%	3%	-5%	4%	-28%
O=C(Nc1cccc(O)c1)c1ccc(C(F)(F)F)cc1	18%	4%	-0.2%	-1%	3%	u	17%	-2%	-9%	3%	-21%
Cc1cccc(C(=O)Nc2nnc(-c3ccc(C(C)(C)C)cc3)s2)c1	9%	-13%	0.4%	-4%	-2%	-1	7%	-3%	-7%	1%	52%
O=C1CSC(=O)N1CCOCCN1C(=O)CSC1=O	1%	u	-0.6%	-9%	0%	-2	u	-1%	-20%	2%	0%
O=[N+]([O-])c1ccc(Cl)cc1N/N=C/c1ccncc1	5%	5.6µM*	-0.5%	-4%	-11%	3	x	6%	u	1%	-40%
O=C(N/N=C/c1ccc(N2CCOCC2)o1)c1cccc(C(F)(F)F)c1	-1%	0%	0.3%	3%	-1%	5	-12%	-3%	-8%	1%	-17%
COc1ccc(CCNC(=O)c2cc3c(=O)n(C)c4ccccc4c3n2C)c(OC)c1	-4%	u	-0.9%	-1%	-14%	0	-4%	9%	5%	0%	-12%
COc1cccc2c3c(c(=O)[nH]c12)CC(C)(C)O3	x	0%	x	1%	2%	x	x	-10%	x	x	-2%
Cc1cccnc1NC(=O)CCc1nnc2ccc(NCc3ccco3)nn12	-1%	u	-0.8%	-5%	4%	3	-7%	u	4%	-2%	-3%
Cc1oc(-c2ccccc2)cc1C(=O)NCc1ccncc1	1%	-12%	0.0%	2%	2%	u	-8%	-13%	-10%	3%	-22%
Cc1nn(C)c(C)c1NS(=O)(=O)c1c(C)n[nH]c1C	2%	0%	0.2%	-4%	0%	x	2%	4%	3%	-1%	-8%
O=C(Nc1ccc2ncccc2c1)c1ccccc1Br	6.5µM*	-25%	0.0%	-6%	-3%	27	x	-7%	-13%	-1%	7.1µM*
Cc1nn(C(=O)CCC(=O)NCc2cccc(F)c2)c2ccccc12	-3%	19%	-1.2%	2%	4%	-3	-7%	8%	9%	1%	-7%
O=C(CSc1nnc(-c2cccs2)n1-c1ccccc1)NCc1ccco1	-5%	19%	0.3%	-5%	-1%	3	0%	0%	-33%	1%	-13%
COC(=O)c1ccc(OC(=O)C2CC(=O)N(c3ccc(C)cc3C)C2)cc1 (stereo not drawn)	1%	34%	0.0%	-5%	1%	x	9%	x	3%	1%	7%
Cc1ccc(N2CC(C(=O)NCCc3ccc(S(N)(=O)=O)cc3)CC2=O)cc1 (stereo not drawn)	0%	11%	0.5%	-4%	0%	-1	0%	0%	-1%	4%	5%
Cc1cc2n(n1)C(c1cn(-c3ccccc3)nc1C)Nc1ccccc1-2 (stereo not drawn)	-1%	4%	0.1%	0%	-3%	1	5%	-6%	21%	5%	6%
CC1CCCC(C)N1CC(O)COc1c(F)cc(Br)cc1F (stereo not drawn)	-3%	-51%[inhibitor]	0.1%	0%	5%	1	-2%	-6%	-9%	0%	-9%
COc1ccc(C2C=C(c3ccc(C)c(C)c3)Nc3ncnn32)c(OC)c1OC (stereo not drawn)	0%	-23%	0.4%	-3%	263%[activator]	x	1%	u	-7%	4%	0%
CCN(CC)S(=O)(=O)c1cccc(C(=O)NCCCN2CCOCC2)c1	0%	-8%	-1.1%	-8%	2%	0	2%	-10%	-4%	0%	17%
COc1nc(C)nc2c1sc(=S)n2C	0%	13%	-0.4%	-2%	5%	0	2%	-2%	8%	0%	0%
CCc1[nH]nc(C(=O)NC2CCCN(Cc3ccccc3F)C2)c1C (stereo not drawn)	4%	4%	0.0%	0%	1%	26	1%	-3%	-1%	-1%	10%
CCOC(=O)c1c(-c2cccs2)csc1NC(=O)c1ccncc1	1%	-13%	-0.2%	-4%	15%	20	-4%	0%	1%	1%	-27%
COc1ccc(OC)c(NC(=O)c2cc(-c3cc(C)cc(C)c3O)n[nH]2)c1	u	u	-0.2%	-2%	9%	4	-9%	-1%	-13%	-1%	-58%
Cc1cc(C)n(-c2nc3c(c(=O)n(C)c(=O)n3C)n2Cc2cccc(Br)c2)n1	x	u	x	0%	3%	x	x	3%	x	x	1%
Cc1cc(C)c(C#N)c(SCc2nc3ccccc3c(=O)[nH]2)n1	8.2µM*	-6%	-0.4%	0%	1%	-5	15%	-5%	-22%	-2%	65%
O=C(CN1CCN(CC(=O)Nc2ccc3c(c2)OC2(CCCCC2)O3)CC1)Nc1cccc(F)c1	x	2%	x	-3%	-9%	x	x	-7%	x	x	-37%
CCOC(=O)C1CCCN(c2c(NCCCN(CC)c3ccccc3)c(=O)c2=O)C1 (stereo not drawn)	-1%	5%	0.6%	-12%	5%	-2	-1%	x	-26%	1%	13%
Cc1ccc(C(=O)Nc2ccc3nc(C)sc3c2)s1	u	-2%	0.2%	-4%	-3%	23	u	-3%	-28%	-6%	u
O=C(c1ccc(Cl)nc1)N1CCN(S(=O)(=O)c2ccc3c(c2)OCCO3)CC1	0%	19%	0.0%	-7%	1%	-4	0%	-24%	6%	0%	-10%
CC(C)CCN1CCN(C2CSCCSC2)CC1CCO (stereo not drawn)	0%	u	-0.2%	-2%	-1%	-4	-1%	-3%	-3%	0%	-13%
CCOc1ccccc1NC(=O)N1CCCC(c2nc3c(nnn3Cc3ccc(C)cc3)c(=O)[nH]2)C1 (stereo not drawn)	-7%	-1%	4.7%	-13%	-25%	3	-1%	x	0%	0%	-2%

Six entries from above, with values under each structure.
Values run as follows: ELG1 genotoxic, Integrin act MD, B2AR arrestin, TSG101-PTAP inh, S-ASM inh, TRPV1 agonist, p53 reactivator, uPA generation, Eya2 inh, USP2a inh, BRCA1 expr up
COc1nc(C)nc2c1sc(=S)n2C
  0%, 13%, -0.4%, -2%, 5%, 0, 2%, -2%, 8%, 0%, 0%
CCc1[nH]nc(C(=O)NC2CCCN(Cc3ccccc3F)C2)c1C (stereo not drawn)
  4%, 4%, 0.0%, 0%, 1%, 26, 1%, -3%, -1%, -1%, 10%
CCOC(=O)c1c(-c2cccs2)csc1NC(=O)c1ccncc1
  1%, -13%, -0.2%, -4%, 15%, 20, -4%, 0%, 1%, 1%, -27%
COc1ccc(OC)c(NC(=O)c2cc(-c3cc(C)cc(C)c3O)n[nH]2)c1
  u, u, -0.2%, -2%, 9%, 4, -9%, -1%, -13%, -1%, -58%
Cc1cc(C)n(-c2nc3c(c(=O)n(C)c(=O)n3C)n2Cc2cccc(Br)c2)n1
  x, u, x, 0%, 3%, x, x, 3%, x, x, 1%
Cc1cc(C)c(C#N)c(SCc2nc3ccccc3c(=O)[nH]2)n1
  8.2µM*, -6%, -0.4%, 0%, 1%, -5, 15%, -5%, -22%, -2%, 65%
